Screening results as filed in PubChem BioAssay.
AmpC detergent: qHTS Inhibitors of AmpC Beta-Lactamase (assay with detergent) | P00811 | AmpC hydrolysis of nitrocefin, absorbance 480 nm, 0.01% Triton | Potency, µM (titrated, usually from 114 µM), inactives show at the highest dose activity change, negative = inhibition, most hits filed as inhibitors | 370,000 tested, 0.041% active;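 further: potency means the concentration at half of the fitted maximal effect; 0% = no-compound wells and -100% = no-enzyme wells; nearly all actives have a fitted effect of over 25% in size; some results filed as inactive show a strong effect at the top dose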
Target sequence (P00811 whole entry, looked up): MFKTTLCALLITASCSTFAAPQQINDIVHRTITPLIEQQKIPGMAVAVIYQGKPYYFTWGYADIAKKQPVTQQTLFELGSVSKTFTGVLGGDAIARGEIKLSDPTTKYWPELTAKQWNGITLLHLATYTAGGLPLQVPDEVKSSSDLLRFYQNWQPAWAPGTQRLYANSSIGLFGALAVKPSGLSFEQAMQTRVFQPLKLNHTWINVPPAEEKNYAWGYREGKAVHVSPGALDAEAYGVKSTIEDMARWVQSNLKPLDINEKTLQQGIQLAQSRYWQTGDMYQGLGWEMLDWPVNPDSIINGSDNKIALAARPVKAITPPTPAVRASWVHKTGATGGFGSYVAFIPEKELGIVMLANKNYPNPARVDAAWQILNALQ
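20 mM phosphate pH 7.0 + 0.01% (detergent screen) or 0.0001% Triton X-100; 5.3 nM AmpC reagent; cpd preinc 15 min RT; nitrocefin (800 uM stock) to start; A480 q20 s × 4 min; Activity was normalised to no-enzyme and no-compound control wells.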
FBPA Giardia inh: qHTS Assay for Inhibitors of Fructose-1,6-bisphosphate Aldolase from Giardia Lamblia. A8B2U2. purified Giardia FBPA. Potency, µM (top dose mostly 59.6 µM), for the others: at the highest dose activity, negative = inhibition, usual class: inhibitors. 290,000 tested, 0.71% active. AID 2451, 2010; further: potency means the concentration at half of the fitted maximal effect; nearly all actives have a fitted effect of over 55% in size
Target sequence (A8B2U2 whole entry, looked up): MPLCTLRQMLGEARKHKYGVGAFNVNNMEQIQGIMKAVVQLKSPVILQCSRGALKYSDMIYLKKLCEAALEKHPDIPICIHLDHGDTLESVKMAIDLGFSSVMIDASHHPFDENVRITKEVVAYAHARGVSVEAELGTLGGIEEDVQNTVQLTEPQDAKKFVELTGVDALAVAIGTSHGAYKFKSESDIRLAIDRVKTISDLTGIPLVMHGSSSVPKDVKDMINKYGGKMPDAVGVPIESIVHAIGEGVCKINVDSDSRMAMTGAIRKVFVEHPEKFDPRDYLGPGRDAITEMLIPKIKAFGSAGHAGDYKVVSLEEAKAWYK
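40 nM FBPA preincubated 10 min at RT with compound (up to 57.5 uM final), then substrate plus GAPDH/TPI/NAD/arsenate coupling and diaphorase/resazurin added. Fluorescence read after 20 min at RT, 525/598 nm.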
AmpC inh no detg: qHTS Inhibitors of AmpC Beta-Lactamase (assay without detergent) | Potency, µM (top dose mostly 57.1 µM), for the others: at the highest dose activity change, negative = inhibition, actives largely listed as inhibitors | 330,000 tested, 0.52% active | AmpC nitrocefin hydrolysis, absorbance 480 nm, 0.0001% Triton | P00811;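 further: potency means the concentration at half of the fitted maximal effect; plate controls were no compound for no effect and no enzyme for full effect; nearly all actives have a fitted effect of over 20% in size; some results filed as inactive show a strong effect at the top dose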
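AmpC (5.3 nM in the dispensed reagent) in 20 mM phosphate pH 7.0 with 0.01% (detergent screen) or 0.0001% Triton X-100 was preincubated with compounds for 15 min at room temperature. Nitrocefin was then added from an 800 uM solution, and hydrolysis was followed at 480 nm.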
HCMV antiviral: qHTS Assay for inhibitors of the human cytomegalovirus (HCMV) | AID 1259415, 2018 | HFF cells, HCMV-luciferase reporter, 72 h; stronger effect = lower value | 410,000 tested, 4.5% active | activity change, negative = inhibition, % at 57.5 µM; in the data active means activity change below about -60%; inconclusive means no clear call, values can overlap the other calls; inactive means above about -39%
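Cell-based, HFFs, 1000 cells/well, 16 h 37C; cpds in DMSO + HCMV-luc, MOI 1 PFU/cell; 72 h 37C; OneGlo luminescence after 5 min RT; norm. to buffer vs Salinomycin 10uM.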
AMA1-RON2 inh: qHTS for Inhibitors of AMA1-RON; Towards Development of Antimalarial Drug Lead: Primary Screen; Plasmodium falciparum AMA1 (3D7) - RON2 peptide interaction; AlphaScreen AMA1-biotinylated RON2 peptide binding; Potency, µM (titrated, usually from 58.2 µM), without a hit: at the highest dose activity change, negative = inhibition, most hits filed as inhibitors; 360,000 tested, 0.2% active; AID 720542, 2013;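 further: potency means the concentration at half of the fitted maximal effect; 0% = vehicle wells and -100% = peptide control; nearly all actives have a fitted effect of over 45% in size; some results filed as inactive show a strong effect at the top dose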
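AMA1 (3D7) with his tag at 25 nM final met compounds first, then biotinylated RON2 peptide at 25 nM; detection used donor plus acceptor beads, 10 µg/mL apiece, read by AlphaScreen after 30 min at room temperature.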
Sm TGR inh: qHTS Assay for the Inhibitors of Schistosoma Mansoni Peroxiredoxins; 360,000 tested, 3% active; AID 485364, 2010; Schistosoma mansoni thioredoxin glutathione reductase (TGR), Q962Y6; purified TGR, DTNB reduction, TNB absorbance 405 nm; Potency, µM (top dose mostly 114 µM), for the others: at the highest dose activity change, negative = inhibition, usual class: inhibitors; further: potency means the concentration at half of the fitted maximal effect; nearly all actives have a fitted effect of over 60% in size
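Kinetic colorimetric format: TGR-catalysed, NADPH-driven DTNB reduction monitored via TNB absorbance. Enzyme dispensed at 20 nM; compound exposure 15 min at room temperature before reaction start.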
* hit, by the source's call; ? = inconclusive; / = no result given; [ ] = dose if it differs, or a comment. Unless noted, the call rests on the fitted dose curve; in most records, active means well fitted curve in the direction sought with a large enough effect; inconclusive means small, poorly fitted or top-dose-only effect, or another doubt; inactive means no such curve, though single readings can be large; an effect the other way counts as inactive or inconclusive. Unless noted, on the % scale 0 is the no-effect control and ±100 the full control effect.

Preview (3 entries):
SMILES,Sm TGR inh,AmpC inh no detg,AmpC detergent,AMA1-RON2 inh,FBPA Giardia inh,HCMV antiviral
O=P1(Oc2ccccc2)CC=C[C@H](COCc2ccccc2)O1 (some centres undefined),4%,-1%,2%,0%,-7%,14
CCCNC(=O)c1cn(CC)c2cc(N3CCN(C(=O)c4ccco4)CC3)c(F)cc2c1=O,0%,164%[activator],-3%,0%,/,-36
C=CCn1c(O)c(C(C)=Nc2ccc(C(=O)O)cc2)c(=O)[nH]c1=O,-9%,-11%,1%,7%,-13%,-11

Main list, repeating the preview:
SMILES,Sm TGR inh,AmpC inh no detg,AmpC detergent,AMA1-RON2 inh,FBPA Giardia inh,HCMV antiviral
O=P1(Oc2ccccc2)CC=C[C@H](COCc2ccccc2)O1 (some centres undefined),4%,-1%,2%,0%,-7%,14
CCCNC(=O)c1cn(CC)c2cc(N3CCN(C(=O)c4ccco4)CC3)c(F)cc2c1=O,0%,164%[activator],-3%,0%,/,-36
C=CCn1c(O)c(C(C)=Nc2ccc(C(=O)O)cc2)c(=O)[nH]c1=O,-9%,-11%,1%,7%,-13%,-11
COCCNC(=O)c1ccc(-c2nc(CS(=O)(=O)c3ccccc3)c(C)o2)cc1,22µM*,/,-1%,/,/,17
CC(C)N1C(=O)CCN(C=O)c2ccccc21,-1%,-13%,-14%,15%,7%,-18
CCc1ccc(OCC(=O)Nc2ccc(S(=O)(=O)Nc3cc(C)on3)cc2)c(Br)c1,-7%,?,2%,4%,/,4
COc1ccc(-c2cc(C(=O)N3CCN(c4ncccn4)CC3)c3ccccc3n2)c(OC)c1,7%,166%[activator],-1%,-5%,-4%,17
CC1CCCCC1NCC(=O)Nc1ccccc1-c1ccccc1 (centres undefined),-2%,-8%,-1%,?,-8%,?
CCOC(=O)c1c(NC(=O)CCN2C(=O)c3ccccc3C2=O)sc(C(=O)OC(C)C)c1C,-7%,-17%,-14%,-1%,-2%,3
O=C(CSc1nc2c([nH]c3ccccc32)c(=O)n1-c1ccccc1)Nc1ccc(Cl)c(Cl)c1,-2%,/,7%,/,/,12
CCC(CC)NC(=O)Nc1ccc(F)cc1F,7%,-7%,3%,-12%,-1%,-9
CCOC(=O)C1(CCc2ccccc2)CCN(Cc2ccc(C(=O)OC)cc2)CC1,-1%,45%,-12%,-2%,-1%,-10
CCCNC(=O)Cn1c(=O)oc2cc(S(=O)(=O)N3CC(C)CC(C)C3)ccc21 (centres undefined),3%,-22%,-3%,-4%,/,5
Cc1nc(Cl)c(C(=O)NCc2ccccc2)c(C)c1[N+](=O)[O-],7%,-11%,-17%,4%,15%,?
O=C(CCN1C(=O)c2ccccc2C1=O)NC1=NCCS1,17%,-23%,0%,-26%,1%,-17

Single entries from above:
Result of O=C(CCN1C(=O)c2ccccc2C1=O)NC1=NCCS1 under FBPA Giardia inh: 1%
Result of CCCNC(=O)c1cn(CC)c2cc(N3CCN(C(=O)c4ccco4)CC3)c(F)cc2c1=O under AmpC detergent: -3%

Next section.
SMILES,Sm TGR inh,AmpC inh no detg,AmpC detergent,AMA1-RON2 inh,FBPA Giardia inh,HCMV antiviral
CCOC(=O)c1c(NC(=O)C2=C(C)NC(=S)NC2c2ccc(F)cc2F)sc(C)c1C (centres undefined),-3%,-42%,-5%,17%,2%,?
Cc1ccc(C(=O)NC2c3ccccc3-c3ccccc32)cc1,9%,-16%,-1%,-11%,4%,-39
Cc1c(NC(=O)CSc2nnnn2C)c(=O)n(-c2ccccc2)n1C,8%,-21%,?,7%,6%,87
O=C(NCC(=O)N1CCN(Cc2ccc3c(c2)OCO3)CC1)c1ccccc1F,/,-11%,/,-5%,/,1
CC(OC(=O)CC1CC2CCC1C2)C(=O)Nc1cccc(S(=O)(=O)N2CCOCC2)c1 (centres undefined),15%,59%,-17%,-24%,/,-10
Cc1cc(NC(=O)c2ccc3c(c2)C(=O)N(Cc2cccnc2)C3=O)no1,6%,-7%,3%,0%,-1%,-15
CCN(c1ccccc1)S(=O)(=O)c1ccc(C(=O)N(CCN(C)C)c2nc3c(F)cc(F)cc3s2)cc1,-1%,-19%,-13%,/,?,/
CCOC(=O)Cc1ccc(NC(=O)Nc2nnc(N3CCCCC3C)s2)cc1 (centres undefined),-4%,/,2%,/,/,-9
Clc1ccc(-c2cc(C3CCNCC3)[nH]n2)c(Cl)c1,-1%,42%,8%,10%,4%,17
CCc1nnc(NC(=O)CCC(=O)Nc2ccccc2)s1,7%,-16%,5%,2%,2%,19
CCOC(=O)c1c(C)oc2nc(C)nc(Nc3ccc(CC)cc3)c12,-8%,/,-5%,/,/,9
Cc1cccc(C(=O)OCC(=O)NN2C(=O)NC3(CCCCC3)C2=O)c1,8%,-3%,-3%,19%,/,119
COc1ccc(C(=O)NCc2ccco2)cc1S(=O)(=O)NC1CC1,-3%,-14%,5%,-1%,/,13
S=C1NCN(C2CCCCC2)CN1CCc1ccccc1,0%,2%,6%,-2%,-3%,-37
CC(C)Cc1nnc(NC(=O)CCc2ccccc2)s1,-25%,-20%,1%,-2%,-2%,-22
O=c1cc(-c2ccc(Cl)cc2)oc(=O)[nH]1,-1%,-21%,4%,-6%,6%,-34
O=C(O)Cc1c(-c2ccccc2)c2cc(Br)ccc2[nH]c1=O,7%,-18%,-2%,-4%,18%,-8
Nc1c(C(=O)Nc2ccc(Br)cc2)sc2nc(-c3ccncc3)ccc12,0%,/,23%,/,/,?
CN(CC(=O)Nc1ccccc1Cl)C(=O)COC(=O)c1ccc([N+](=O)[O-])s1,/,-15%,/,19%,/,-27
COc1cc2c(cc1OC)C(NC(=O)C(F)(F)F)CNC2=O (centres undefined),74%[activator],-16%,5%,-11%,7%,?
CCOC(=O)C1CCN(CC(O)COc2ccc(C(C)(C)C)cc2)CC1 (centres undefined),2%,123%[activator],?,-5%,0%,-21
CC1CCCCN1C(=O)CSc1nnc2c(n1)[nH]c1ccccc12 (centres undefined),-6%,-16%,3%,2%,/,44
CN(C(=O)c1ccc(Br)o1)C1CCCCC1,-20%,-17%,-13%,-12%,-7%,-9
CC(=O)Nc1ccc(C(=O)N2CCN(C(=O)c3ccco3)CC2)cc1,-30%,-19%,-1%,5%,-1%,71
Nc1nc(SCC(=O)OCc2ccccc2)[nH]c(=O)c1NC(=O)c1ccco1,0%,-8%,-15%,12%,13%,?
COC(=O)c1ccc(Cl)cc1NC(=O)N1CC2CCCN2c2ccccc21 (centres undefined),-7%,/,1%,/,/,0
COc1ccc(N2C(=O)CC(N(CCc3ccccc3)C(=O)c3ccccc3)C2=O)cc1 (centres undefined),15%,52%,4%,13%,-16%,-17
Cc1ccc(NC(=O)C(=O)N2CCCC2)cc1Cl,-16%,-25%,-2%,-7%,1%,67
COc1ccc(/C=N/Nc2nncn2N)cc1Br,-15%,0%,-10%,83%[activator],?,77
Cc1cccc(Oc2coc3cc(OC(=O)c4cncc(Br)c4)ccc3c2=O)c1,22%,-25%,-2%,-1%,-4%,-28
Cc1nc(Cl)c2c(n1)NC(=O)CO2,3%,1%,3%,-5%,3%,-10
O=C(OCc1ccccc1Cl)c1ccc(-c2nnn(Cc3ccc(F)cc3)n2)cc1,1%,/,3%,/,/,0
Cc1ccccc1C(=O)NCC(=O)N1CCN(C/C=C/c2ccccc2)CC1,/,33%,/,17%,/,0
CC(=O)Nc1ccc(S(=O)(=O)N2C(C)CCCC2C)cc1 (centres undefined),-16%,-20%,0%,-2%,0%,22
O=C(CN1CCCCC1)Nc1ccccc1Cl,1%,-14%,?,-7%,5%,-22
COc1ccc(-c2ocnc2C(=O)Nc2ccccc2N2CCCCC2)cc1,6%,-29%,-9%,-28%,-5%,-20
Cc1ccc(-c2c(CN3CCN(c4cc(C)ccc4C)CC3)csc2C)cc1,-4%,/,2%,/,/,-38
CCCn1nc(C(=O)Nc2ccc3c(c2)OCCO3)c2ccccc2c1=O,7%,61%[activator],17%,-1%[11.6 µM],/,?
Cn1c(CSCc2ccccc2)nnc1SCC(=O)Nc1ccc(C(=O)O)cc1,8%,-16%,3%,0%,0%,7
CCCC(C)NC(=O)COc1ccc(Sc2ccc(OCC(=O)NC(C)CCC)cc2)cc1 (centres undefined),2%,-2%,?,-19%,6%,-72*
Nc1nnnn1N=C1CCCCC1,8%[11.4 µM],-4%,-13%,29%,5%,?
Cc1csc(Nc2ccc(Cl)cc2)[n+]1-c1ccc(Cl)cc1,-1%,-49%,4%,?,-9%,?
CC1Cc2cc(/C(O)=C3/C(=O)C(=O)N(CCN4CCOCC4)C3c3cccc(Cl)c3)ccc2O1 (centres undefined),4%,24%,1%,-13%,7%,50
Cc1cc(C)c2c(n1)nn1c(-n3ccnc3)cc(C)nc21,35µM*,-1%,1%,56%[activator],-2%,-7
COC(=O)c1ccccc1NC(=O)Cn1c(CCC(=O)O)ccc1-c1ccc(C)cc1,-6%,/,-6%,/,/,2
COc1cccc(CN(C(=O)c2cnccn2)C(C(=O)NC2CCCCC2)c2cc(OC)c(OC)c(OC)c2)c1 (centres undefined),6%,10%,1%,4%,-8%,-18
Cc1nn(CC(=O)Nc2ccc3c(c2)nc2n3CCN(C3CCCCC3)C2)c(=O)c2ccccc12,18µM*,54%,-8%,7%,-21%,53
COc1ccc(N2Cc3ccccc3/C2=N\C(=O)Nc2ccccc2)cc1,4%,-27%,4%,4%,-5%,21
CC1CC(=O)Nc2ccccc2N1S(=O)(=O)c1ccc(Br)cc1 (centres undefined),1%,?,?,-7%,0%,25
O=C(Cn1c(=O)n(CC(=O)N2CCCCC2)c(=O)c2sccc21)NCc1ccccc1,-10%,-15%,2%,-11%,/,0
COc1ccc(C)cc1NC(=O)NNC(=O)C(C)Oc1ccc(F)cc1Cl (centres undefined),6%,-13%,7%,148%[activator],/,11
